# Screening results as filed in PubChem BioAssay.
# Dynein cargo inh: inhibitors of GR-EGFP nuclear translocation, primary screen, dynein cargo transport inhibitor project, imaging, high-content, 3617.4 mouse cells; z-score, hits read low; test concentration mostly 20 µM; stimulated with dexamethasone, 1 µM; hits give low values; 220,000 compounds, 0.47% hits;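 active = plate z-score of nuclear minus cytoplasmic receptor signal below a set negative limit, without overly bright fluorescence or cell loss, cut at about -3.5 in these data, passing the limit was not always enough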;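 also: z-score of nuclear minus cytoplasmic ring GR-EGFP intensity difference per well; some compounds called inactive have numbers as strong as hits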
#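 Buffer or medium: Induction medium lacking tetracycline, stripped serum | Also added: Dexamethasone agonist, 1.0 µM final, for 30 min | Timing: 48 h induction, 1 h compound, 30 min dex at 37 °C | Detection: Formaldehyde fixation, Hoechst nuclear stain, 10x automated fluorescence imaging | Measure: Nuclear versus cytoplasmic GR-EGFP signal, averaged per well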
# WT yeast gro inh: growth inhibition of WT strain, primary screen, mitochondrial fusion inhibitor project, WT and mutant strains, chemical genetic; mitochondrial fusion phenotypic screen; inhibition, % at 10 µM; 190,000 compounds, 2.1% hits; in the data active = inhibition above about 58%; tested in S. cerevisiae
# bCat nuc transl: modulators of beta-catenin nuclear translocation, primary screen, imaging, HeLa cells, immunofluorescence, high-content | nuclear translocation activity, % at 5 µM | 190,000 compounds, 0.3% hits;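 active = nuclear translocation activity above 50% at 5 µM, with a well cell count of 50 or more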;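 also: per-cell ratio of nuclear to cytoplasmic median beta-catenin stain intensity; plate controls were DMSO negative control for no effect and GSK-3 inhibitor IX positive control for full effect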
#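 Test system: human HeLa cells, native beta-catenin. Compound dosing: 5 µM primary single dose, 0.1% DMSO, 0.02–20 µM confirmation series. Incubation: compound exposure 24 h at 37°C. Detection: beta-catenin immunostaining with DAPI counterstain, 20x imaging, 6 fields/well. Read-out basis: Nuclear/cytoplasmic beta-catenin signal ratio, % activation.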
# HIV peptide binding: inhibitors of HIV fusion peptide binding, primary screen, biochemical, uHTS, fluorescence dequenching (AID 1986); inhibition, % at 20 µM; hits with a dose series show IC50 in µM; 290,000 compounds, 0.3% hits; cell-free peptide binding, fluorescence dequenching, 30 min; higher % means a stronger effect; in the data active = inhibition mostly above about 52%, no sharp cut-off; inactive = mostly below about 76%; also: some results filed as inactive read as strong as hits
# AID2073: inhibitors of Mint1-CaV2.2 protein interaction, biochemical, HTRF (AID 2073); HTRF protein-protein interaction, Mint1-CaV2.2; higher % means a stronger effect; inhibition, % at 20 µM; hits with a dose series show IC50 in µM; 290,000 compounds, 0.19% hits; in the data active = inhibition mostly above about 51%, no sharp cut-off; also: some results filed as inactive read as strong as hits
# Autophagy mod: autophagy modulators in MEF cells, primary screen, imaging, high-content, MEF GFP-LC3; MEF GFP-LC3 puncta imaging; test concentration mostly 10 µM; calls only at 10 µM (by protocol); 190,000 compounds, 0.98% hits; AID 463193, 2010;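 active = percentage of spot-positive cells more than 3 SD above its plate mean, without a fluorescence outlier flag or 80% toxicity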;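 also: spot-positive cell cutoff set from DMSO-treated cells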
# Yfh1-depleted yeast: enhancers of respiration in Yfh1-depleted yeast, dose response, Friedreich's ataxia, plus single-dose screen (AID 1465) | fold induction at 50 µM, or EC50 in µM where a hit was titrated | 220,000 compounds, 0.074% hits | S. cerevisiae Yfh1-off respiration, WST-1 reduction, 72 h; higher fold induction means a stronger effect;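 active = fold induction of absorbance versus untreated yeast above a set limit, then at least 30% activation at any dose in follow-up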;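 also: activators that raise dye reduction in frataxin-depleted yeast; strong numbers were not always called active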
# MT stabilize HCS: microtubule stabilizers in HeLa cells, primary screen, imaging, high-content imaging. % tubulin-high responders, % at 10 µM. 200,000 compounds, 0.83% hits. HeLa tubulin immunostaining HCS, 24 h; share of cells brighter than vehicle mean+2SD;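 active = plate Z-score above 3 for both tubulin-high and condensed-nucleus cell shares, with cell loss under 80%, at 10 µM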;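 also: anti alpha tubulin signal scored within the nucleus-defined area of each cell; some results filed as inactive read as strong as hits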
# Insulin prom up: insulin promoter activators in MIN6 cells, imaging, high-content screening, mouse beta cells. MIN6 insulin promoter-GFP reporter; hits give high values. z-score at 5 µM. 190,000 compounds, 0.3% hits;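 active = z-score above 3 at 5 µM with at least 500 cells counted in the well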
# WT yeast gro inh mutant strain: recorded beside WT yeast gro inh, whose call it bears; inhibition, %; mitochondrial fusion phenotypic screen, mutant strain inhibition
# Dynein cargo inh cytoplasmic EGFP: also measured in Dynein cargo inh; calls as there; z-score; measured here: cytoplasmic GR-EGFP intensity; hits give high values
# Dynein cargo inh nuclear GR-EGFP: second read-out of Dynein cargo inh, no call of its own (marks repeat the call); z-score; measured here: nuclear GR-EGFP intensity;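 lower value marks the stronger effect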
# Dynein cargo inh cell count: also measured in Dynein cargo inh; calls as there; z-score; measured here: cell count per field
# Insulin prom up cell count: further read-out of Insulin prom up, marked with its call; cell count; measured here: cytotoxicity, nuclei count;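 total cells summed across four imaged fields per well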
# bCat nuc transl cell count 5 µM: recorded beside bCat nuc transl, whose call it bears; cell count; measured here: cell count, cytotoxicity flag
# MT stabilize HCS Hoechst-high %: recorded beside MT stabilize HCS, whose call it bears; % Hoechst-high responders; measured here: nuclear condensation Hoechst responders;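 share of cells brighter than vehicle mean plus two SD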
# MT stabilize HCS cytotoxicity %: further read-out of MT stabilize HCS, marked with its call; toxicity, %; measured here: cytotoxicity by cell density;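 0% = mean cell density of plate MIN control wells and 100% = no cells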
# Autophagy mod cell loss 18 h: second read-out of Autophagy mod, no call of its own (marks repeat the call); toxicity, %; measured here: cell loss, nuclei count;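 cell loss after 18 h compound exposure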
# An asterisk follows results filed as active; i = inactive; / = not tested or not shown.
SMILES,Dynein cargo inh,Dynein cargo inh cytoplasmic EGFP,Dynein cargo inh nuclear GR-EGFP,Dynein cargo inh cell count,WT yeast gro inh,WT yeast gro inh mutant strain,bCat nuc transl,bCat nuc transl cell count 5 µM,HIV peptide binding,AID2073,Autophagy mod,Autophagy mod cell loss 18 h,Yfh1-depleted yeast,MT stabilize HCS,MT stabilize HCS Hoechst-high %,MT stabilize HCS cytotoxicity %,Insulin prom up,Insulin prom up cell count
CC(=O)N(c1ccccc1)c1nnc(-c2cnc(C)cn2)s1,-0.46,-0.3,-0.056,1.2,-17,4,-0.8,1113,-1.5%,9%,i,-17,i,1.4,2.0,4.3,0.26,1588
C=CCn1c(SCC(=O)NC2CCS(=O)(=O)C2)nnc1-c1ccncc1 (stereo not drawn),0.38,-0.36,0.56,-0.16,0,20,-1.3,1123,-1.7%,-5%,i,-10,i,3.0,2.4,7.3,1.7,1163
Cc1ccc(OCC(=O)N2N=C(c3ccncc3)CC2(O)C(F)(F)F)cc1C (stereo not drawn),-0.74,-0.25,0.0064,0.79,/,/,-0.9,1347,-0.1%,-9%,/,/,i,/,/,/,0.35,1072
O=C(c1nn2c(C(F)(F)F)cc(-c3cccs3)nc2c1Br)N1CCCc2ccccc21,-0.65,0.41,-0.67,0.38,-6,-6,/,/,1.4%,24%,i,-12,i,5.9,15,6.6,-0.05,1206
CN(C)S(=O)(=O)N1CCC(Oc2ccc(C(=O)NCc3cnn(C)c3)cc2)CC1,-0.064,-0.34,0.015,0.21,-11,-8,-1.1,1025,0.4%,-2%,i,-7,i,2.8,1.2,7.4,-0.36,1308
Cc1ccc2nc(SCC(=O)NNC(=O)c3ccccc3)[nH]c2c1,0.19,-0.2,0.39,-0.79,-4,8,-1.8,1066,1.5%,-7%,i,1,i,2.4,4.5,3.8,-0.38,1534
CC1=C(C#N)C(Nc2ccc(C)cn2)(C(F)(F)F)C(=O)N1 (stereo not drawn),0.39,-0.069,0.87,0.15,-11,-9,-2.6,1224,2.7%,-11%,i,-2,i,2.7,1.5,5.1,-0.38,929
CC(=O)CCc1oc2ccc(C)cc2c1-c1ccc(C)o1,-2,-0.085,-1.2,1.3,-2,6,0.7,1594,0.3%,46%,i,-6,i,2.0,2.4,4.4,/,/
CCCCN(CC)S(=O)(=O)c1ccccc1,-0.37,-0.29,-0.061,1.1,7,18,/,/,-1.6%,-4%,i,-4,i,3.1,2.8,4.9,-0.17,871
CCn1nc(C(=O)Nc2cccc3ccccc23)c(Cl)c1Cl,-0.12,-0.21,0.37,0.65,14,4,-0.3,1395,-2.0%,-10%,i,16,i,2.6,0.9,0.1,-2.2,955
CCOc1ccccc1NC(=O)c1ccoc1C,-0.18,-0.18,0.19,1.3,/,/,1.2,1196,-2.9%,-4%,i,4,i,3.7,2.3,6.4,-0.96,1022
CCn1c2ccccc2c2cc(NC(=O)C/C(C)=N/NC(=O)c3ccccc3N)ccc21,-0.95,-0.2,-0.71,0.6,22,4,/,/,3.0%,10%,i,0,i,1.3,2.0,5.8,/,/
O=C(NCc1ccco1)C(=O)NCc1ccccc1Cl,-0.44,-0.3,0.48,0.36,-13,3,-1.8,1088,-0.7%,12%,i,16,i,1.9,2.2,8.9,0.24,1450
O=C(/C=C/Nc1cccc(C(F)(F)F)c1)c1ccco1,0.69,0.091,0.55,-1.6,18,18,0.7,1486,0.6%,1%,i,14,i,2.2,1.9,7.6,0.07,1100
CCOC(=O)c1[nH]c2ccccc2c1NC(=S)Nc1cccc(C)c1C,-0.86,-0.25,0.46,0.26,-8,-7,-1.9,491,0.0%,-12%,i,-7,/,2.5,3.0,5.2,0.71,1408
N/C(=N/O)c1nc(N2CCCC2)nc(N(c2ccccc2)c2ccccc2)n1,1.9,-0.25,0.95,-0.48,18,16,-0.4,1049,-2.1%,-1%,i,-6,i,3.9,1.8,5.9,-0.32,1806
CCOc1ccc(-n2c([S-])c(C(=O)Nc3ccc(S(=O)(=O)N4CCOCC4)cc3)[n+]3cc(C(N)=O)ccc23)cc1,-0.48,-0.24,-0.3,0.34,/,/,-2.6,1236,6.4%,27%,/,/,i,/,/,/,0.28,1429
Cc1ccc(-c2noc(CSc3nnc(-c4ccccc4)n3C)n2)cc1,0.25,-0.21,0.39,-0.45,/,/,/,/,-2.0%,0%,i,-4,i,2.2,1.9,5.2,/,/
O=C(O)/C=C/c1ccc(S(=O)(=O)N(CCO)CCO)cc1,-0.24,-0.28,-0.049,0.92,0,8,0.6,1019,-1.0%,-4%,i,6,i,1.7,1.9,7.0,/,/
O=C(N/N=C/c1ccc(Br)s1)c1ccncc1,0.53,-0.12,0.33,-0.87,19,-9,-1.5,1023,-1.8%,-1%,i,-11,i,3.2,1.2,4.2,-0.14,1348
Cc1ccc(Cn2ccc(NC(=O)c3cc(-c4cccs4)on3)n2)cc1,0.74,-0.22,0.53,-0.048,14,16,/,/,-0.4%,19%,i,-41,i,4.7,1.5,5.7,-0.05,1285
CCN1CN(Cc2ccccc2)CNC1=S,-0.34,-0.27,-0.22,0.14,2,0,0.3,915,1.3%,-2%,i,-10,i,4.7,2.1,9.6,/,/
COc1ccc2[nH]c(C(=O)NCCN3CCCCC3)cc2c1,-0.35,-0.24,0.14,-0.26,/,/,1.4,1271,-1.6%,21%,/,/,i,/,/,/,0.16,936
COC(=O)c1ccccc1NC(=O)c1cc2n(n1)C(C(F)F)CC(C(F)F)N2 (stereo not drawn),-0.71,-0.079,-0.061,0.48,21,4,-4.5,1159,-0.6%,-2%,i,1,i,2.3,1.5,3.2,0,1266
Cc1ccc(C)c(-n2c(SCC(=O)Nc3nonc3C)nnc2-c2ccoc2C)c1,-0.64,-0.19,-0.19,0.69,3,-4,-6.3,1053,15%,6%,i,-8,i,3.3,1.4,5.1,0.04,1200
N#C/C(=C\c1ccc(Br)s1)C(=O)N1CCN(c2ccccc2)CC1,0.21,-0.16,0.42,-0.019,-14,-9,0.4,973,2.7%,-3%,i,-5,i,2.8,2.1,3.0,-0.07,1354
COC(=O)C1=C(C)C(c2ccc(OC)cc2)NC(=S)N1 (stereo not drawn),0.17,-0.22,0.72,0.3,6,7,-1.4,1420,0.0%,-12%,i,39,i,2.1,1.6,7.3,0.09,1712
Cc1ccc2nc(SCc3nc4ccccc4c(=O)[nH]3)[nH]c2c1,0.2,-0.13,-0.01,-0.52,-3,-5,-3.1,1084,-1.5%,1%,i,6,i,3.1,2.9,4.5,-0.44,1590
CCN(CC)c1ccc2cc(C(N)=O)c(=O)oc2c1,0.42,-0.14,0.5,0.42,-17,18,-0.6,1174,9.4%,30%,i,3,i,2.9,2.1,17,/,/
CCOCCCN1C(=O)CN(C2CCC(C)CC2)C(=O)C1c1ccc(C)cc1 (stereo not drawn),0.76,-0.21,0.031,0.52,3,19,0.1,1074,-0.4%,-11%,i,10,i,2.2,2.4,5.7,0.3,1046
O=C(COC(=O)c1cc([N+](=O)[O-])ccc1NCCO)c1ccccc1,2.6,-0.048,1.7,-2.3,-7,-5,3.2,991,-2.1%,-2%,i,-5,i,3.1,3.4,1.1,0.4,1497
CS(=O)(=O)N(CC(=O)Nc1ccc(CC#N)cc1)c1ccc(C23CC4CC(CC(C4)C2)C3)cc1,-0.42,-0.23,-0.4,1.1,19,-3,-1.0,1060,-0.7%,20%,i,17,i,6.0,0.9,15,-1.4,1609
CC(C)OCCCNC(=O)Cn1nc(-c2ccccc2)ccc1=O,2.4,0.13,1.8,-1.1,17,0,-1.1,1366,-0.3%,6%,i,17,i,8.7,2.4,5.3,1.1,1168
CCOC(=O)N1CCC(NS(=O)(=O)c2ccc(C#N)cc2)CC1,-0.92,-0.2,-0.36,1.5,/,/,-1.7,1428,-1.0%,-4%,/,/,i,/,/,/,0.12,990
Cc1c(NC(=O)c2ccc(Cl)s2)c(=O)n(-c2ccccc2)n1C,-0.04,0.11,0.22,-0.082,11,-7,-5.5,593,0.5%,-6%,i,18,i,3.3,2.7,7.9,-0.16,1304
CCOC(=O)c1c(NC(=O)COC)sc2c1CCCC2,-0.39,-0.27,-0.11,0.36,-8,2,/,/,-0.9%,-7%,i,2,i,6.9,0.9,69,-0.38,1287
CCCSc1nnc(-c2ccccc2N)c(=O)[nH]1,1.3,-0.18,0.84,0.046,-6,0,3.9,1168,1.5%,-3%,i,-11,i,4.4,1.4,10,0.2,1195
COc1cc(S(=O)(=O)Nc2ccc3cn[nH]c3c2)ccc1Cl,-0.01,-0.23,0.15,0.41,7,8,0.6,1066,-1.2%,-12%,i,24,i,3.0,1.0,5.2,1.5,1346

# Compound profiles (already shown). Order of values: Dynein cargo inh, Dynein cargo inh cytoplasmic EGFP, Dynein cargo inh nuclear GR-EGFP, Dynein cargo inh cell count, WT yeast gro inh, WT yeast gro inh mutant strain, bCat nuc transl, bCat nuc transl cell count 5 µM, HIV peptide binding, AID2073, Autophagy mod, Autophagy mod cell loss 18 h, Yfh1-depleted yeast, MT stabilize HCS, MT stabilize HCS Hoechst-high %, MT stabilize HCS cytotoxicity %, Insulin prom up, Insulin prom up cell count
# `CCOC(=O)N1CCC(NS(=O)(=O)c2ccc(C#N)cc2)CC1` reads -0.92, -0.2, -0.36, 1.5, /, /, -1.7, 1428, -1.0%, -4%, /, /, i, /, /, /, 0.12, 990
# `CCOC(=O)c1c(NC(=O)COC)sc2c1CCCC2` reads -0.39, -0.27, -0.11, 0.36, -8, 2, /, /, -0.9%, -7%, i, 2, i, 6.9, 0.9, 69, -0.38, 1287
